WRN inhibitor = blocks human WRN helicase; Q14191; WRN helicase unwinding, fluorescent forked duplex, kinetic; Potency, µM (series often up to 114 µM), for the others: top-dose activity change, negative = inhibition, usual class: inhibitors; actives 0.46% (n = 360,000); AID 651768; note: potency is the fitted concentration of half-maximal effect; % is set by controls: 0 for no effect and ±100 for the full control effect; nearly all actives have a fitted effect of over 55% in size
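Kinetic red-fluorescence monitoring (525/598 nm) tracks WRN helicase activity after 100 nM fluorophore-quencher forked duplex and 2 mM ATP are added to 20 nM enzyme pretreated 15 min at room temperature with compound.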
aSyn yeast inh = alpha-synuclein toxicity inhibition in yeast | Yeast expressing alpha-synuclein, growth rescue, BacTiter-Glo, 24 h | Potency, µM (series often up to 46.1 µM), without a hit: at the top dose growth rescue (activation), most hits filed as activators | actives 0.14% (n = 370,000) | AID 652106; note: potency is the fitted concentration of half-maximal effect; % of control where 0% means no effect; nearly all actives have a fitted effect of over 65% in size
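Galactose-induced alpha-syn yeast (OD600=0.02, raffinose-pregrown) + pinned cpd, 24 hr, 30 deg C; growth by BacTiter-Glo luminescence. Growth restoration scores as activation.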
Abeta rescue = A-beta toxicity reversal in yeast; actives 0.063% (n = 410,000); yeast expressing A-beta42, growth rescue, OD600, 48 h; response scale: 0% DMSO, 100% iron-clioquinol control; Potency, µM (top dose mostly 46.1 µM), without a hit: at the top dose growth rescue, most hits filed as activators; AID 1347071; note: potency is the fitted concentration of half-maximal effect; nearly all actives have a fitted effect of over 55% in size
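Growth rescue measured by 600 nm absorbance after 48 h yeast culture at 30 C with compound. Values normalized between DMSO and an equimolar ferric chloride plus clioquinol control.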
EPAC1 antag = antagonists of human EPAC1 | O95398 | EPAC1 GEF assay, Rap1b-BODIPY-GDP exchange fluorescence | Potency, µM (titrated, usually from 115 µM), for inactives: at the top dose activity change, negative = inhibition, usual class: inhibitors | actives 0.14% (n = 360,000);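 note: potency is the fitted concentration of half-maximal effect; plate controls were vehicle for no effect and positive control for full effect; nearly all actives have a fitted effect of over 50% in size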
PLK1 PBD block = PLK1 (human) polo-box domain binding inhibition; actives 2.8% (n = 360,000); Plk1 PBD binding of FITC phosphopeptide, fluorescence polarization; Potency, µM, without a hit: max response, negative = inhibition, actives largely listed as inhibitors; note: potency is the fitted concentration of half-maximal effect; series mostly up to about 57 µM; % is set by controls: 0 for no effect and ±100 for the full control effect; nearly all actives have a fitted effect of over 65% in size
Target sequence (P53350 whole entry, looked up, the tested form may be a part): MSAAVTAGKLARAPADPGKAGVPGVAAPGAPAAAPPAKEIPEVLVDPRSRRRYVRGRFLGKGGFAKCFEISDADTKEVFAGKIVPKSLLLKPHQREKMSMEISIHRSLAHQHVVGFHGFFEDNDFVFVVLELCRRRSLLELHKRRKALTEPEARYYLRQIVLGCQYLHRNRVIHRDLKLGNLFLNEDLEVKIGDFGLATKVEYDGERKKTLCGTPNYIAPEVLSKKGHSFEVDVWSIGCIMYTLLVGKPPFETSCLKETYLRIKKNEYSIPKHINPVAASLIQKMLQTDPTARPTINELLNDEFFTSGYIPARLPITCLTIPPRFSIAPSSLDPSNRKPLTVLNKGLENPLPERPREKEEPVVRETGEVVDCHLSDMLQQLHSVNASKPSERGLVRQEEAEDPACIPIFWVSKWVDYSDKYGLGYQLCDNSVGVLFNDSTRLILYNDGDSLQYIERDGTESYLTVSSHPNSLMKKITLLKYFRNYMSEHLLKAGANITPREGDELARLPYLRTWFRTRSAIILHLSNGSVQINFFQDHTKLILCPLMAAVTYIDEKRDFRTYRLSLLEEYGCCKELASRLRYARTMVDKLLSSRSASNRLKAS
EPAC1 ag = EPAC1 (human) agonism; AID 720707; Potency, µM (doses to about 154 µM), for inactives: at the top dose activation, usual class: activators; actives 0.073% (n = 360,000); EPAC1 agonist qHTS, biochemical assay; response scale: 100% = response to 6.5 mM cAMP; note: potency is the fitted concentration of half-maximal effect; nearly all actives have a fitted effect of over 60% in size
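Read-out is the fluorescence drop as BODIPY-GDP leaves Rap1B (480 nm excitation, 540 nm emission), recorded every 5 minutes over 30 minutes. Reactions held 100 nM EPAC1, 250 nM Rap1B–BODIPY-GDP and 50 uM GDP, with 6.5 mM cAMP setting full activation.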
FUS yeast rescue = FUS proteinopathy suppression in yeast; AID 1347120; actives 0.24% (n = 390,000); Potency, µM (series often up to 76.6 µM), for the others: at the highest dose growth rescue (activation), actives largely listed as activators; S. cerevisiae FUS-expressing, growth rescue, OD600, 24 h;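 note: potency is the fitted concentration of half-maximal effect; plate controls were DMSO vehicle for no effect and reference control for full effect; nearly all actives have a fitted effect of over 55% in size; some results filed as inactive show a strong effect at the top dose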
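S. cerevisiae expressing FUS from galactose induction served as the toxicity model. Growth after 24hr at 30C, read as absorbance at 600 nm, indicates suppression of toxicity; compounds dosed at several concentrations.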
PI5P4K alpha inh = PI5P4K alpha (human) kinase inhibition. PI5P4Kalpha enzyme, ADP-Glo luminescence, 60 min; stronger effect = lower value. max response, %. actives 1.2% (n = 330,000); active = max response of -50% or lower; inconclusive = between -30% and -50%; inactive = -30% or higher; note: value at the top dose of about 77 µM; % is set by controls: 0 for no effect and ±100 for the full control effect
Target sequence (P48426 whole entry, looked up): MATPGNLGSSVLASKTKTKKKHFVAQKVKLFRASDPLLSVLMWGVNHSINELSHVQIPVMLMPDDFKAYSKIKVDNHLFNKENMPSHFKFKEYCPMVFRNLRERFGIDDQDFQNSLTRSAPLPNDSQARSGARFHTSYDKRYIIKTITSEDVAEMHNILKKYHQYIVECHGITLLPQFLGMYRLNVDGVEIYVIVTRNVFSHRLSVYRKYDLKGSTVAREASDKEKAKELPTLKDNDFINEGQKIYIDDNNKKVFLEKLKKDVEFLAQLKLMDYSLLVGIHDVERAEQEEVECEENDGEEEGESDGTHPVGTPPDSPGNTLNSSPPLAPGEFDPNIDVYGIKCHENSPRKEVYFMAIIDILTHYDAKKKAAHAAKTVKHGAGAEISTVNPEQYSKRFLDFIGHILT
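qHTS, 1536-well: enzyme/substrate mix, compound by pin tool, 5 microM ATP final; RT 60 min; ADP-Glo reagents 1 (45 min) then 2 (30 min); luminescence.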
IL-2 act = IL-2 activation; IL-2 activation reporter assay, cell-based qHTS; stimulated with anti-CD3/CD4/CD28 beads; in transgenic mouse T cells; activation, % (series mostly up to about 46 µM); actives 0.065% (n = 360,000); AID 652025; in the data active = activation above about 50%; inconclusive = mostly about 30% to 49%; note: 0% is about no effect
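Readout: EGFP and DsRed signals by fluorescent plate cytometry. Unstimulated transgenic mouse T cells received compound 60 min before antibody-bead stimulation, then incubated 18 h at 37 degrees C.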
Active calls of the source: *; ? = inconclusive; . = not tested or not shown; & = joins results of further samples; [ ] = dose if it differs, or a comment. Unless noted, calls come from the whole dose curve; as a rule, active = well fitted curve in the direction sought with a large enough effect; inconclusive = small, poorly fitted or top-dose-only effect, or another doubt; inactive = no such curve, though single readings can be large; an effect the other way counts as inactive or inconclusive.

SMILES	WRN inhibitor	aSyn yeast inh	Abeta rescue	EPAC1 antag	PLK1 PBD block	EPAC1 ag	FUS yeast rescue	PI5P4K alpha inh	IL-2 act
COc1ccc(S(=O)(=O)N2CCOC2CNC(=O)C(=O)NCCN2CCOCC2)cc1C (stereo not drawn)	-19%	1%	11%	-4%	3%	2%	.	1	0.6
CCN1CCN(C(=O)CSc2cc(=O)n(CC)c3ccccc23)CC1	7%	0%	4%	-6%	-8%	1%	9%	0	-0.4
Cc1cc(C)cc(C(=O)NCC(=O)N2CCC3(CC2)NCCc2[nH]cnc23)c1	2%	4%	4%	-1%	-1%	3%	6%	2	-2.0
Cc1ccccc1N1CCN(S(=O)(=O)Cc2ccccc2)CC1	-8%	8%	15%	8%	-5%	17%	10%	1	-2.0
O=C(CCN1C(=O)/C(=C\c2ccccc2)SC1=S)Nc1ccc(C(=O)O)cc1	?	1%	-9%	-23%	-15%	5%	10%	-6	1.4
CN(c1ccccc1)S(=O)(=O)c1ccc(NC(=O)C2CCCCC2C(=O)O)cc1 (stereo not drawn)	-4%	-2%	4%	-5%	-12%	8%	22%	-17	-0.9
COc1cc([C@@H]2CC=C(C(=O)O)[C@H](c3ccccc3F)N2S(=O)(=O)c2ccc(C)cc2)cc(OC)c1OC	2%	3%	4%	5%	1%	-9%	9%	-5	2.4
Cc1cn(CC(=O)c2ccccc2)c2ccccc12	1%	4%	-2%	10%	-7%	1%	12%	4	0.5
COc1ccc(C(=O)Nc2ccc(C)cc2C(=O)c2ccccc2)cc1	-10%	-5%	-4%	-12%	-20%	27%	-1%	0	-2.3
Cc1nc(N2CCN(C(=O)c3ccco3)CC2)nc2c1C(=O)CC(C)C2 (stereo not drawn)	1%	-1%	-1%	-6%	-1%	-1%	4%	-8	-3.8
CCN(CC(=O)NCc1ccc(F)cc1)CC(=O)Nc1ccc(Br)cc1F	0%	12%	8%	-27%	-13%	-8%	10%	7	-0.5
COCCn1c(SCC(=O)c2[nH]c(C)c(C(C)=O)c2C)nc2ccccc21	-2%	3%	24%	1%	-2%	-2%	13%	.	-0.1

The final 3 entries of the part before lead into the next:
SMILES	WRN inhibitor	aSyn yeast inh	Abeta rescue	EPAC1 antag	PLK1 PBD block	EPAC1 ag	FUS yeast rescue	PI5P4K alpha inh	IL-2 act
Cc1nc(N2CCN(C(=O)c3ccco3)CC2)nc2c1C(=O)CC(C)C2 (stereo not drawn)	1%	-1%	-1%	-6%	-1%	-1%	4%	-8	-3.8
CCN(CC(=O)NCc1ccc(F)cc1)CC(=O)Nc1ccc(Br)cc1F	0%	12%	8%	-27%	-13%	-8%	10%	7	-0.5
COCCn1c(SCC(=O)c2[nH]c(C)c(C(C)=O)c2C)nc2ccccc21	-2%	3%	24%	1%	-2%	-2%	13%	.	-0.1
C=CCn1c(SCC(=O)NCc2ccccc2)nnc1-c1ccccc1O	5%	.	15%	9%	0%	-4%	0%	0	-1.9
CC(=O)c1ccc(NC(=S)Nc2cccc3cnccc23)cc1	-3%	-6%	2%	-8%	30µM*	2%	23%	-19	0.0
O=S(=O)(c1ccc(NC(=S)Nc2ccc(OC(F)F)cc2)cc1)N1CCOCC1	-4%	-22%	-16%	-7%	?	-4%	.	-1	-4.2
Cc1ccc(C(=O)N/C(=C\c2ccc(-c3cc(Cl)ccc3Cl)o2)C(=O)NCc2cccnc2)cc1	-7%	-4%	-21%	-17%	-7%	5%	?	-2	0.1
COc1ccc(NC(=O)CSc2nnc(CCC(=O)Nc3ccc(C)c(Cl)c3)n2C)cc1	3%	1%	-12%	26%	-6%	-10%	-3%	.	-1.6
O=C1C2CCCN2c2ccc(S(=O)(=O)N3CCOCC3)cc2N1Cc1ccccc1F (stereo not drawn)	-1%	-4%	-14%	-28%	-15%	1%	?	-10	-0.8
Cc1c(Cl)c([N+](=O)[O-])nn1CC(=O)N1CCCC1	5%	1%	2%	14%	-6%	13%	-3%	0	0.2
CC(C)CC(Nc1ncnc2scc(-c3ccccc3)c12)C(=O)O (stereo not drawn)	10%	-1%	-6%	-18%	-2%	-1%	5%	-7	0.1
COc1ccc(CN(C)C2CCN(C)CC2)cc1OC	3%	0%	9%	1%	-7%	6%	-21%	8	-0.1
COC(=O)c1ccc2c(c1C(=O)OC)CN(S(=O)(=O)C(C)(C)C)[C@H]2CCO	-1%	8%	2%	11%	-2%	-15%	-9%	-6	-0.5
CCOc1ccccc1NC(=O)c1cnc(NS(=O)(=O)c2ccccc2)nc1	0%	-6%	-5%	12%	-14%	7%	14%	-7	-0.4
CC(C)(C)NC(=O)C(Cc1ccccc1)NS(=O)(=O)c1ccc2c(c1)CCC(=O)N2 (stereo not drawn)	-8%	3%	-4%	-16%	-19%	2%	30%	.	0.9

In the list so far, these have an NH in an aromatic ring.
SMILES	WRN inhibitor	aSyn yeast inh	Abeta rescue	EPAC1 antag	PLK1 PBD block	EPAC1 ag	FUS yeast rescue	PI5P4K alpha inh	IL-2 act
Cc1cc(C)cc(C(=O)NCC(=O)N2CCC3(CC2)NCCc2[nH]cnc23)c1	2%	4%	4%	-1%	-1%	3%	6%	2	-2.0
COCCn1c(SCC(=O)c2[nH]c(C)c(C(C)=O)c2C)nc2ccccc21	-2%	3%	24%	1%	-2%	-2%	13%	.	-0.1

Next section.
SMILES	WRN inhibitor	aSyn yeast inh	Abeta rescue	EPAC1 antag	PLK1 PBD block	EPAC1 ag	FUS yeast rescue	PI5P4K alpha inh	IL-2 act
c1ccc(-c2cc3ccccc3[nH]2)cc1	-11%[11.6 µM]	-16%	15%	-1%	-6%	-6%	-31%	11	-0.6
Cc1onc(-c2ccccc2)c1C(=O)N1CCC(CO)(Cc2ccccc2)CC1	-2%	4%	11%	-8%	0%	-7%	20%	0	-1.8
Oc1c(I)cc(I)c2cccnc12	.	4%	-82%[inhibitor]	6%	?	-10%	-5%	-28	-0.6
COc1ccccc1COCC(O)CN(Cc1ccco1)Cc1ccccc1O (stereo not drawn)	-4%	1%	0%	-7%	-6%	6%	.	1	-5.1
CCc1cccc2c(C(=O)COC(=O)C3=NNC(=O)CC3)c[nH]c12	3%	-1%	-11%	-6%	-17%	-1%	9%	3	0.8
CN(C)c1ccc(NC(=O)CSc2nnc(-c3cnccn3)n2C)cc1	-9%	14%	2%	10%	-7%	5%	2%	1	-2.5
O=C(Nc1ccccn1)C(=O)N1CCCCC1	3%[57.1 µM]	-2%	-12%	13%	-7%	-10%	-12%	3	-0.8
C/C(CC(=O)Nc1ccccn1)=N\NC(=O)c1ccc(C)cc1	-2%	-4%	6%	1%	-4%	6%	.	-2	-0.5
Oc1cccc(Nc2ccccc2)c1	-1%	13%	9%	-3%	-2%	-8%	5%	2	-0.7
CC(NC(=O)c1cc(S(=O)(=O)N2CCCC2)ccc1Cl)c1ccccn1 (stereo not drawn)	-6%	0%	-8%	-14%	0%	-13%	-5%	0	1.2
COc1cc(OC)c(C2=NOC(C(=O)N3CCc4ccccc4C3)C2)cc1Cl (stereo not drawn)	-18%	26%	-18%	8%	4%	3%	12%	.	-4.1
CCN1CCN(c2cc(C)c3cc(NC(=O)c4cc(OC)cc(OC)c4)ccc3n2)CC1	-22%	-1%	10%&1%	-26%	-14%	6%	-3%&-1%	9	-5.2
C=CCn1c(=NC(=O)C2COc3ccccc3O2)sc2cccc(OC)c21 (stereo not drawn)	-3%	0%	21%	?	-9%	-1%	-8%	-1	-0.7
CN(C)CCNC(=O)c1ccc(COCC(F)(F)F)cc1	-2%	4%	5%	8%	-8%	5%	-28%	.	-2.2
COc1ccccc1NC(=S)N=Nc1c(O)[nH]c2ccc(Br)cc12	2%	-1%	6%	-4%	-1%	-3%	-17%	-8	0.3
CC(C)=CCc1c(-c2ccc(O)cc2O)oc2cc3c(c(O)c2c1=O)C=CC(C)(C)O3	2%	-75%[inhibitor]	-93%[inhibitor]	-1%	0%	2%	?	5	0.5
Cc1ccccc1NC(=O)C1CCCN(C(=O)Nc2ccc(F)cc2)C1 (stereo not drawn)	8%	0%	-7%	12%	-3%	0%	5%	0	-0.5
CCCSc1cc(Cl)nc(N)n1	-2%	0%	-5%	-6%	-5%	-4%	8%	10	-1.3
O=C(CCCn1c(SCC(=O)NCC2CCCO2)nc2ccccc2c1=O)NCC1CCCO1 (stereo not drawn)	6%	0%	-9%	1%	-8%	10%	23%	.	4.4
CSc1ccc(CN2CCC(C)(Oc3ccccc3F)C2)cc1 (stereo not drawn)	-5%	7%	0%	8%	2%	-9%	10%	-3	0.0
COC(=O)C1=C(C)NC(=O)NC1c1ccc2c(c1)OCO2 (stereo not drawn)	3%	1%	-7%	-1%	-5%	14%	-11%	6	1.9
CC(=O)Nc1ccc(S(=O)(=O)NNC(=O)c2cccc(Cl)c2)cc1	-11%	3%	-4%	-11%	24µM*	7%	14%	2	0.5
COc1cccc(C(=O)N/N=C(/CCC(=O)O)c2ccccc2)c1	-1%	2%	0%	-13%	-2%	6%	-4%	3	0.5
CCOc1ccc2[nH]c(=O)c(C(c3nnnn3Cc3ccco3)N3CCCC(C)C3)cc2c1 (stereo not drawn)	?	0%	-5%[9.22 µM]	-28%	?	7%	31%	-54*	-2.4
O=c1c2ccccc2cnn1-c1ccc(Cl)nn1	4%	0%	-11%	8%	-8%	-2%	-7%	-2	0.9
CSCCC(NS(=O)(=O)c1ccc(Cl)cc1)C(=O)OCc1c(Cl)cccc1Cl (stereo not drawn)	3%	?	10%	-25%	-8%	-3%	.	14	-0.3
CCCc1ccc(Oc2c(-c3ccc(O)c(C)c3O)n[nH]c2C)cc1	-13%	-16%	-93%[inhibitor]	-3%	-3%	3%	33%	-8	-2.4
CCn1c(SCC(=O)NC2CCCC2)nc2c(c1=O)SCC2	4%	-15%	1%	-5%	-10%	2%	-31%	3	0.2
COC(=O)c1cccc(C(=O)N2CCC(CO)(CCc3ccccc3)CC2)c1	12%	-5%	8%	-2%	-2%	15%	18%	8	-0.2
CC(C(=O)N1CCN(c2ccccc2)CC1)N1C(=O)C2CC=CCC2C1=O (stereo not drawn)	1%	1%	-2%	-20%	-1%	14%	18%	.	-1.3
O=C(O)CSCC(=O)N1CCN(S(=O)(=O)c2ccccc2)CC1	4%	4%	-8%	6%	-10%	12%	20%	-6	1.5
